# C-LANA FP: inhibitors of KSHV LANA C-terminal domain DNA binding. MBP-C-LANA/FAM-LBS DNA binding, fluorescence polarization. inhibition, % at 9 µM. 340,000 tested, 0.078% active;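 active = highest replicate inhibition at or above 60% at 9 µM, even if other replicates fall short; inactive = all replicates below 60% inhibition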;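 also: 0% = neutral control wells and 100% = 4 µM acridine orange control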
# OPRM1-OPRD1 inv: inverse agonists of human mu-delta opioid receptor heterodimerization; inhibition, % at 9.3 µM; cell-based MOR-DOR heterodimer luminescence, inverse agonism; 340,000 tested, 0.21% active; P35372+P41143; in the data active = inhibition above about 22%, passing the limit was not always enough;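 also: 0% = cells with DMSO and 100% = wells without cells with DMSO; values of inactives mirror those of a sister screen read the other way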
# Target sequence (P35372 whole entry, looked up): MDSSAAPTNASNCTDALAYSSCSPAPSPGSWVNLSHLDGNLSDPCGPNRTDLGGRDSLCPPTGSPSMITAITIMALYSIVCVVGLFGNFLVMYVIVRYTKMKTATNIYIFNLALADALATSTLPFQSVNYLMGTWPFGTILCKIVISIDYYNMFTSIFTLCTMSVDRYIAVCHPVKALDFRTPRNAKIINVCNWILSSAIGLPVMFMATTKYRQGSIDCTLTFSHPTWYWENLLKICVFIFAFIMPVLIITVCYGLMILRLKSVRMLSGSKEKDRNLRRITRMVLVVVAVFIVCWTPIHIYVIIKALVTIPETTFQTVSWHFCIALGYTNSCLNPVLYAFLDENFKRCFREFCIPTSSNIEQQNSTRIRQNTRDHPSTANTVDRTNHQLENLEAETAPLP
# Target sequence (P41143 whole entry, looked up): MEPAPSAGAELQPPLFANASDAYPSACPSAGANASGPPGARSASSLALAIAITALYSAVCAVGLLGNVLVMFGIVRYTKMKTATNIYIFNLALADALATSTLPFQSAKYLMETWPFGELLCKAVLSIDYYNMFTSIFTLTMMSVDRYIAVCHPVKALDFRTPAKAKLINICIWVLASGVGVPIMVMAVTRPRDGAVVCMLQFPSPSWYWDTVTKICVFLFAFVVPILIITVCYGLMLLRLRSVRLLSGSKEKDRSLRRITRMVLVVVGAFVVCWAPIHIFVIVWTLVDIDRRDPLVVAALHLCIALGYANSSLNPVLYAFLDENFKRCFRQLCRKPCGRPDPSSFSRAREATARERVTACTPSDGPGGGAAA
# Keap1-Nrf2 PPI: inhibitors of human Keap1-Nrf2 protein-protein interaction | Q14145 | inhibition, % at 9.4 µM | 340,000 tested, 0.15% active | Keap1 Kelch-Nrf2 peptide fluorescence polarization, 1536-well; in the data active = inhibition above about 12%;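 also: human Keap1 Kelch domain with fluorescein labeled Nrf2 9mer peptide probe; 0% = neutral control wells and 100% = peptide positive control; higher means more block of Keap1 binding to Nrf2 peptide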
# MOR-DOR ag: agonists of human mu-delta opioid receptor heterodimerization; P35372+P41143; cells, OPRM1-OPRD1 heterodimerization, luminescence; activation, % at 9.3 µM; 340,000 tested, 0.3% active; AID 504326; in the data active = activation above about 18%;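 also: 0% = vehicle-treated cells and 100% = reference agonist; values of inactives mirror those of a sister screen read the other way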
# Wnt act: Wnt/beta-catenin pathway activation | 300,000 tested, 1.2% active | AID 743398 | Wnt/beta-catenin reporter cell assay, activator, plate reader | activation, % at 9.35 µM; in the data active = activation above about 30%, passing the limit was not always enough;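 also: 0% = neutral control wells and 100% = positive control wells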
# DSG3 Ab inh: human desmoglein-3 autoantibody binding inhibition | P32926 | DSG3-coupled beads, scFv-anti-DSG3-GFP binding, flow cytometry; active compounds read low | binding (percent of control), % at 10 µM | 310,000 tested, 0.48% active | AID 588358;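 active = binding more than 3 SD below its plate's average and above zero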;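 also: hits lower antibody fragment binding to DSG3; some compounds called inactive have numbers as strong as hits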
# RTF Ca sens inh: cardiac RTF calcium desensitization; inhibition, % at 7.15 µM; 340,000 tested, 0.12% active; IANBD-labeled cardiac RTF, Ca2+ fluorescence; AID 493244; P19429+P45379;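 active = inhibition above the mean inhibition of all tested compounds plus 3 SD, cut at about 17% in these data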;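 also: assay run at fixed EC70 calcium of 1.6 mM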
# V-ATPase pHluor: yeast V-ATPase proton transport regulation by pHLuorin; S. cerevisiae, pHLuorin cytosolic pH fluorescence; response, % at 10 µM; 350,000 tested, 0.37% active; AID 504577; in the data active = response mostly above about 7.3%, no sharp cut-off; inactive = mostly below about 5.4%; also: actives read high; inactives centre near 0; some compounds called inactive have numbers as strong as hits; reference of the scale not given here
# Arrestin-AP2 inh: inhibitors of human beta-arrestin and AP2 interaction; FITC-arrestin peptide / GST-AP2 beads, flow cytometry; AP2 beta2 appendage carries R879A mutation; inhibition, % at 10 µM; 340,000 tested, 0.31% active;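 active = inhibition above a set limit, near 3 SD of compounds lacking own fluorescence, cut at about 54% in these data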;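 also: plate controls were DMSO wells for no effect and 5 µM unlabelled arrestin peptide for full effect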
#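 System: GST-AP2 R879A bound to glutathione beads, E. coli-expressed. Also added: 50 nM FITC-arrestin peptide. Schedule: compound with beads 12 min RT, then probe 1 h RT. Signal: bead flow cytometry, FITC channel. Read-out basis: percent response.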
# RTF Ca sens act: cardiac RTF calcium sensitization. AID 493008. IANBD-labeled TnC RTF fluorescence at EC20 calcium; 0% EC20 calcium, 100% full calcium. P19429+P45379. activation, % at 7.2 µM. 340,000 tested, 0.24% active;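 active = activation above the mean over all tested compounds plus 3 SD, cut at about 30% in these data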;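 also: rise in fluorescence read as greater calcium sensitivity of cardiac thin filaments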
# Starred values were filed as active, the others as inactive; / = not tested or not shown.
SMILES,C-LANA FP,OPRM1-OPRD1 inv,Keap1-Nrf2 PPI,MOR-DOR ag,Wnt act,DSG3 Ab inh,RTF Ca sens inh,V-ATPase pHluor,Arrestin-AP2 inh,RTF Ca sens act
COc1ccc(-n2c(=O)cc(N3CCc4ccccc43)[nH]c2=O)cc1,-1.8,19,-2,-3.4,1,100,-1,-1,-4,-7
CC1=C(C(=O)OCc2ccc3c(c2)OCO3)C(c2ccccc2OCc2ccccc2)NC(=O)N1 (centres undefined),-0.1,4,-4,-0.7,-4,122,-3,2,-10,-20
O=C(CCSc1nnc(-c2ccco2)o1)Nc1ccc(Cl)cc1,-0.2,2,-7,-0.4,/,/,2,-1,19,-1
CCOC(=O)C1C(=O)N(C(=O)c2cncc(Br)c2)CC1c1ccccc1 (centres undefined),1.1,11,2,-2.1,/,96,-1,-1,2,-8
N#Cc1nc(Cl)c(Cl)c(NN)c1Cl,-0.6,7,3,-1.3,-4,111,6,-1,38,4
O=S(=O)(Nc1ccccc1N1CCOCC1)c1ccc(Cl)cc1,-1.5,-16,-4,3.8,/,112,-8,0,2,1
CC(=O)Nc1ccc(NC(=O)CN(c2ccc(F)cc2)S(=O)(=O)c2ccc3c(c2)OCCO3)cc1,-0.2,-8,-4,1.6,/,100,-7,2,3,-6
CC(C)(C)NC(=O)N1c2ccccc2Sc2ccccc21,-3.1,8,-4,-1.7,-1,/,4,-1,0,7
Cc1cc(NC(=O)c2c([N+](=O)[O-])cnn2C)no1,-1.7,-2,2,0.5,/,108,-7,-1,25,4
CN(c1ccc(C(=O)N2CCCCC2)cc1)S(C)(=O)=O,-0.8,0,-2,0.0,-7,99,-1,1,-5,-2
COCCn1c(=S)[nH]c2cc(C(=O)NCC3CCCO3)ccc2c1=O (centres undefined),-0.6,2,-2,-0.4,1,103,-4,0,15,2
O=C(c1ccccc1)N1CCCCC(S(=O)(=O)c2ccc3ccccc3c2)C1=O (centres undefined),2.2,-5,-2,0.9,1,103,-4,3,6,0
O=C(c1ccco1)N1CCN(C(=S)Nc2ccccc2Cl)CC1,-0.3,12,-2,-2.1,-1,103,-3,-5,26,0
Cc1nnsc1-c1nnc(SCC(=O)c2ccc(F)cc2)n1C1CC1,-0.4,20,1,-3.9,-2,112,8,1,-10,8
Cn1c(=O)c2nc(NCc3ccccc3)sc2n(C)c1=O,1.0,12,-3,-2.2,3,119,2,-2,3,0
O=C(Nc1ccc(NC(=O)c2ccco2)c(Cl)c1)c1ccccc1,1.1,8,0,-1.5,7,90,4,-2,40,-3
Cc1cc2c(NC(=O)Nc3ccc(C(C)(C)C)cc3)cccc2nn1,-4.5,-29,2,5.6,-2,114,5,-2,42,-2
O=C(COc1ccc([N+](=O)[O-])cc1)Nc1ccc(N2CCN(C(=O)c3ccco3)CC2)cc1,1.4,-10,-7,2.0,-2,102,-11,0,6,2
NS(=O)(=O)c1ccc(NC(=O)COC(=O)Cc2c[nH]c3ccccc23)cc1,0.3,9,5,-1.8,1,115,-2,6,6,4
CCSc1nnc(NC(=O)CSc2nnc(Cc3cccn3C)n2-c2ccc(F)cc2)s1,-0.2,-4,5,0.7,-1,96,-5,-3,-5,1
CCCNC(=O)C(CC)NS(=O)(=O)c1ccc(OC)cc1 (centres undefined),3.2,10,-3,-2.0,/,112,-4,7,-2,-3
CC(C)COC(=O)N1CC(O)CC1C(=O)O (centres undefined),2.5,11,-5,-2.5,/,92,1,1,-5,1
C/C(=N/NC(=O)CNC(=O)c1ccncc1)c1ccco1,-1.2,/,-2,/,1,100,/,6,6,/
CN1CCCC1CCNC1C2CC3CC(C2)CC1C3 (centres undefined),-0.6,-5,-4,0.9,/,101,-9,-5,7,-1
CSc1ccccc1NC(=O)CN(Cc1ccccc1)S(C)(=O)=O,-0.5,4,1,-0.8,-8,107,4,0,14,1

# Next section:
SMILES,C-LANA FP,OPRM1-OPRD1 inv,Keap1-Nrf2 PPI,MOR-DOR ag,Wnt act,DSG3 Ab inh,RTF Ca sens inh,V-ATPase pHluor,Arrestin-AP2 inh,RTF Ca sens act
O=C(O)C(c1ccccc1)N1C(=O)/C(=C\c2ccc(-c3cccc(Cl)c3)o2)SC1=S (centres undefined),45,16,-44,-3.6,0,106,-4,-2,30,6
COc1ccccc1NS(=O)(=O)c1cc(-c2cnc(C3CC3)o2)ccc1C,0.2,9,-5,-1.8,-1,106,-7,-4,6,-3
COc1ccc(NC(=O)c2ccc[n+]([O-])c2)cc1,1.0,7,1,-1.4,2,102,-4,0,-17,-3
COC(=O)C(C)(C)ONC(=O)Nc1ccccc1[N+](=O)[O-],-0.6,12,-5,-2.4,1,104,-4,3,10,6
COc1ccccc1NC(=O)CNC(c1ccccc1)c1ccccc1,-0.8,-30,-3,5.5,-1,105,-4,2,0,-5
COc1ccc(S(=O)(=O)N2CCCCC2)cc1NC(=O)CCNC(=O)c1ccco1,-0.4,12,-3,-2.5,0,101,-1,-3,-2,0
COc1ccc(CN(C(=O)c2snc(C(N)=O)c2N)C(C(=O)NC(C)(C)C)c2ccco2)cc1 (centres undefined),-0.8,0,-4,-0.1,-2,95,-8,1,2,0
CCc1nnc(NC(=O)C2=CCN(S(=O)(=O)c3ccccc3)CC2)s1,0.9,16,-4,-3.1,3,99,-2,-2,3,0
Cc1c(Br)c([N+](=O)[O-])nn1C(C)C(=O)NCc1cccs1 (centres undefined),-1.1,8,-2,-1.4,2,96,5,2,0,-26
Cc1c(O)ccc2c(CC(=O)N[C@@H](Cc3c[nH]c4ccccc34)C(=O)O)cc(=O)oc12,-1.3,22,-3,-4.9,-1,103,-4,2,-2,1
CC(C)COc1cccc(-c2cc(C(=O)Nc3ccon3)c3ccccc3n2)c1,-1.6,-20,0,3.7,-4,100,11,-2,5,-3
COCCCNC(=O)c1cn(C)c(=O)c2c1c1ccccc1n2C,-0.5,7,1,-1.6,0,90,-9,1,26,2
COc1ccccc1CNC(=O)COC(=O)c1c(C)nn(-c2ccccc2)c1Cl,2.0,-1,-4,0.4,-2,109,-1,-2,67*,1
COc1ccc(CCC(=O)Nc2cccc(S(=O)(=O)N(C)C)c2)cc1OC,-0.6,5,-4,-0.9,0,98,1,-2,28,-2
Cc1cc(C)c(C#N)c(N2CCC(C(N)=O)CC2)n1,1.0,-6,1,0.8,-6,101,-2,1,-4,1
O=C(c1ccccc1)N1CCCC(C(=O)N2CCCCCC2)C1 (centres undefined),1.9,1,-1,-0.3,/,97,3,4,0,-2
CCC(C)[C@H]1CNC(=S)N1CCC12CC3CC(CC(C3)C1)C2 (some centres undefined),0.1,-5,-1,0.8,-6,102,-3,0,3,-4
CCOC(=O)C1CCCN(C(=O)c2ccc(OC)c([N+](=O)[O-])c2)C1 (centres undefined),1.8,20,-2,-4.4,0,101,-10,0,17,1
Cc1ccc(S(=O)(=O)NC(=O)Nc2ccccc2F)cc1,0.7,10,-5,-2.0,-2,105,-7,-1,-13,-7
Cc1c(OC(C)C(=O)NC2CC(C)(C)NC(C)(C)C2)ccc2c3c(c(=O)oc12)CCC3 (centres undefined),-0.2,11,-6,-2.0,-2,109,0,6,12,-8
COC(=O)CCC(=O)OC1(C)C(=O)C=C2C=C(C3CC3)N(CCN3CCOCC3)C=C2C1=O (centres undefined),0.3,-27,-1,4.8,-3,99,-1,0,24,-8
COC(=O)c1ccc(CNC(=O)COC(=O)CCC(=O)c2ccc(F)cc2)cc1,0.4,7,3,-1.9,-1,/,-11,0,-7,-7
O=C(c1ccc(OC2CCN(CCc3ccccc3)CC2)cc1)N1CCCC(O)C1 (centres undefined),0.7,14,-1,-2.9,0,106,-4,-2,13,5
O=C(O)CC(CC(=O)N1CCN(C(=O)c2ccco2)CC1)c1ccccc1 (centres undefined),0.6,13,-2,-2.0,-5,105,0,1,1,-7
COc1ccccc1NC(=O)NC1CCCCCCC1,0.1,5,3,-1.0,6,108,-10,1,-6,-4
CC(C)N1CC(COc2ccc(Cl)cc2Cl)OC1=O (centres undefined),1.4,12,-1,-2.7,3,101,-7,1,25,-3
Cc1ccc2c(Cl)cc(Cl)c(OCC(=O)O)c2n1,1.0,12,0,-2.7,-1,/,-6,2,-4,2
O=c1cnn(Cc2ccc(F)cc2)c2ccccc12,2.7,19,2,-3.5,0,115,-21,3,3,-4
N=c1n(CCN2CCOCC2)c2ccccc2n1CC(=O)c1ccc(Cl)c(Cl)c1,-1.3,/,2,/,-8,/,3,0,4,-1
CCN(C(=O)c1ccc2c(c1)OCO2)C1CCS(=O)(=O)C1 (centres undefined),-1.0,6,-1,-0.9,0,101,-16,-3,-14,3

# Grouped by structure, those above with a COOH group
SMILES,C-LANA FP,OPRM1-OPRD1 inv,Keap1-Nrf2 PPI,MOR-DOR ag,Wnt act,DSG3 Ab inh,RTF Ca sens inh,V-ATPase pHluor,Arrestin-AP2 inh,RTF Ca sens act
CC(C)COC(=O)N1CC(O)CC1C(=O)O (centres undefined),2.5,11,-5,-2.5,/,92,1,1,-5,1
O=C(O)C(c1ccccc1)N1C(=O)/C(=C\c2ccc(-c3cccc(Cl)c3)o2)SC1=S (centres undefined),45,16,-44,-3.6,0,106,-4,-2,30,6
Cc1c(O)ccc2c(CC(=O)N[C@@H](Cc3c[nH]c4ccccc34)C(=O)O)cc(=O)oc12,-1.3,22,-3,-4.9,-1,103,-4,2,-2,1
O=C(O)CC(CC(=O)N1CCN(C(=O)c2ccco2)CC1)c1ccccc1 (centres undefined),0.6,13,-2,-2.0,-5,105,0,1,1,-7
Cc1ccc2c(Cl)cc(Cl)c(OCC(=O)O)c2n1,1.0,12,0,-2.7,-1,/,-6,2,-4,2

# Whole records from above.
# `N=c1n(CCN2CCOCC2)c2ccccc2n1CC(=O)c1ccc(Cl)c(Cl)c1` in the list: C-LANA FP = -1.3; OPRM1-OPRD1 inv = /; Keap1-Nrf2 PPI = 2; MOR-DOR ag = /; Wnt act = -8; DSG3 Ab inh = /; RTF Ca sens inh = 3; V-ATPase pHluor = 0; Arrestin-AP2 inh = 4; RTF Ca sens act = -1
# `CCc1nnc(NC(=O)C2=CCN(S(=O)(=O)c3ccccc3)CC2)s1` in the list: C-LANA FP = 0.9; OPRM1-OPRD1 inv = 16; Keap1-Nrf2 PPI = -4; MOR-DOR ag = -3.1; Wnt act = 3; DSG3 Ab inh = 99; RTF Ca sens inh = -2; V-ATPase pHluor = -2; Arrestin-AP2 inh = 3; RTF Ca sens act = 0

# Screening data as filed in PubChem BioAssay.
